# Source: PubChem BioAssay
# RAD52 anneal inh – RAD52 (human) annealing inhibition; P43351; recombinant RAD52 DNA annealing, FRET fluorescence; inhibition, % at 18.7 µM; 360,000 tested, 0.46% active;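 active = every replicate showing at least 50% inhibition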
# Target sequence (P43351 whole entry, looked up): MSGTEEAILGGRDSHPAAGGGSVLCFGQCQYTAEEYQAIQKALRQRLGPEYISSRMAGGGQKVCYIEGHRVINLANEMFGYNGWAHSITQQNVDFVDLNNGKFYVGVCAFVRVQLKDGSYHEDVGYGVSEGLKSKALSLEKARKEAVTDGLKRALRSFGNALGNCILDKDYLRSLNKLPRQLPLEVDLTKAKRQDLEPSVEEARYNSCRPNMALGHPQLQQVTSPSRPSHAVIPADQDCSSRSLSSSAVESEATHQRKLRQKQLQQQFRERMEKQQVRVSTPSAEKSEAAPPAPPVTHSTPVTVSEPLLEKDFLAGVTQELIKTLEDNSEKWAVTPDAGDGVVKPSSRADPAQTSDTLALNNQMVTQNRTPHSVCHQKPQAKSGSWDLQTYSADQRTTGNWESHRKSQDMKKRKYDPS
# ERAP1 HTS inh – inhibitors of human ERAP1 aminopeptidase; recombinant ERAP1, Leu-AMC fluorescence, 60 min; inhibition, % at 10.7 µM; 340,000 tested, 0.15% active; AID 652197;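 active = mean replicate inhibition of at least 30%, or all replicates individually reaching that 30% level; inactive = mean below 30% and not every replicate reaching it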;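 note: 0% = neutral control wells and 100% = L-leucinethiol positive control wells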
# * hit, by the source's call; i = inactive. The list is partial; rates above refer to the full screens.
ERAP1 HTS inh | RAD52 anneal inh | Structure
0 | -8 | Cc1ccc(CC2CC(=O)N(c3nc4ccccc4s3)C2=O)cc1 (stereo not drawn)
3 | -42 | Cc1ccccc1-c1cccc([C@@H]2C[C@H]3CN(Cc4cccnc4)C(=O)[C@]34CCCN24)c1
0 | -9 | CN(C)Cc1c(-c2ccc(Cl)cc2)nc2ccc(Cl)cn12
7 | -98 | O=C1CSC(=S)N1N=C1CCCCCC1
-1 | -44 | COC(=O)c1cc(C)sc1NC(=O)C1CC(=O)NN1Cc1ccccc1 (stereo not drawn)
2 | -14 | COc1cc(NC(=S)Nc2ccccn2)c(OC)cc1Cl
1 | -19 | O=C(NC(=S)Nc1ccc(NC(=O)c2ccco2)cc1)c1ccccc1
-2 | -13 | Cc1cccn2c(CN3CCCN(C=O)CC3)c(C(=O)N(C)CCc3ccccc3)nc12
0 | -1 | CSc1ccc(C(=O)C2CCCN(S(=O)(=O)N(C)C)C2)cc1 (stereo not drawn)
-2 | -17 | COc1ccc(C(=O)NCC(=O)OCc2csc(-c3ccccc3)n2)cc1
-2 | -2 | CCc1cccc(C)c1NC(=O)COC(=O)C(NS(=O)(=O)c1ccc(Cl)cc1)C(C)O (stereo not drawn)
2 | 18 | Cc1ccc(-c2cccc(CN3CCN(C4CCN(C(C)C)CC4)C(CCO)C3)c2)o1 (stereo not drawn)
14 | -20 | NC(=O)c1ccc(NC(=O)CSc2nnc(-c3ccccn3)n2N)cc1
0 | -8 | O=C(NCc1ccc2c(c1)CCO2)Nc1ccccc1
-1 | -11 | CCN(CC)S(=O)(=O)c1ccc(C(=O)NCC(c2ccc(OC)cc2)N2CCOCC2)cc1 (stereo not drawn)
-1 | -14 | O=C(Nc1ccc2oc(-c3ccccc3)nc2c1)C1CCCO1 (stereo not drawn)
-2 | -3 | O=C(/C=C/c1ccccc1)Nc1ccc(C(=O)N2CCCCC2)cc1
5 | -18 | C=CCNC(=O)CC1C(=O)NCCN1Cc1c(F)cccc1Cl (stereo not drawn)
0 | -9 | Cc1ccc(C(=O)N/C(=C/c2cccs2)C(=O)NCCCn2ccnc2)cc1
-1 | -20 | O=C(NC(=S)NCCCN1CCOCC1)c1cccc2ccccc12

# Looked up one by one from the entries so far, two records:
ERAP1 HTS inh | RAD52 anneal inh | Structure
5 | -18 | C=CCNC(=O)CC1C(=O)NCCN1Cc1c(F)cccc1Cl (stereo not drawn)
0 | -8 | Cc1ccc(CC2CC(=O)N(c3nc4ccccc4s3)C2=O)cc1 (stereo not drawn)

# (further entries)
ERAP1 HTS inh | RAD52 anneal inh | Structure
-1 | -8 | COc1ccc(NC(=O)Nc2ccccc2F)c(C)c1
-1 | -8 | CC1(C)COC(Cn2c3ccccc3c3ccccc32)O1 (stereo not drawn)
5 | -10 | Cc1ccc(NC(=O)c2sccc2-n2cccc2)c(Cl)c1
-1 | -13 | O=C(NN=Cc1cccc([N+](=O)[O-])c1)c1cccc2ccccc12
3 | -11 | O=C(Nc1cccc2c1C(=O)NC2=O)c1cccnc1Cl
1 | 8 | COc1cc(C2CC(=O)Oc3c2c(=O)n(C)c2ccccc32)cc(OC)c1OC (stereo not drawn)
10 | -6 | COC(=O)Cn1cc(/C=C(/C#N)C(=O)N2CCOCC2)c2ccccc21
-3 | -12 | Cc1ccc(NC2CC(=O)N(c3cccc([N+](=O)[O-])c3)C2=O)cc1 (stereo not drawn)
9 | 3 | CCC(=O)NC(=S)Nc1ccc(NC(=O)c2ccc(OC)cc2)cc1
5 | -23 | Cc1ccc(C(=O)N/C(=C\c2ccc3c(c2)OCO3)C(=O)Nc2ccc(C(=O)O)cc2)cc1
3 | -14 | COCc1cc(=O)[nH]c(SC)n1
2 | -13 | COc1ccc(CNC(=O)c2cccnc2SC)cc1OC
4 | -1 | Oc1ccc(Cl)cc1CNn1cnnc1
0 | -3 | Cc1ccccc1NC(=O)Cn1c(NCC(C)O)nc2ccccc21 (stereo not drawn)
-2 | -7 | COc1ccc(C2=NNC(=O)CC2)cc1
0 | -4 | COc1cc(NC(=S)N2CCCCC2C)c(OC)cc1Cl (stereo not drawn)
2 | 1 | CCc1cc2c(=O)c(-c3cnn(-c4ccccc4)c3)c(C)oc2cc1OCC(=O)Nc1ccc(F)c(F)c1
-1 | -51 | Cc1ccccc1OCC(=O)Nc1nnc(-c2ccncc2)s1
1 | 2 | COc1ccccc1NC(=S)NCc1ccccn1
3 | 8 | Cc1c(-n2cc(C(=O)O)c(=O)c3cc(F)c(N4CCCC(O)C4)c(F)c32)c(=O)n(-c2ccccc2)n1C (stereo not drawn)

# Molecules from the list above that contain a furan ring, fused or not:
ERAP1 HTS inh | RAD52 anneal inh | Structure
1 | -19 | O=C(NC(=S)Nc1ccc(NC(=O)c2ccco2)cc1)c1ccccc1
2 | 18 | Cc1ccc(-c2cccc(CN3CCN(C4CCN(C(C)C)CC4)C(CCO)C3)c2)o1 (stereo not drawn)

# The listing continues:
ERAP1 HTS inh | RAD52 anneal inh | Structure
1 | -11 | CN(c1ccc(OCC(=O)OCC(=O)Nc2ccccc2)cc1)S(=O)(=O)c1cccs1
3 | -6 | Cc1cccc(NNC(N)=S)c1
-4 | 5 | O=C1OC(Nc2ccc(F)c([N+](=O)[O-])c2)c2ccccc21 (stereo not drawn)
4 | -23 | O=C(/C=C\Nc1ccc(S(=O)(=O)Nc2ncccn2)cc1)c1cccc2ccccc12
0 | 0 | COc1ccc(S(=O)(=O)Nc2cc(C(=O)NCCCOC(C)C)ccc2N2CCOCC2)cc1
3 | -15 | Cc1cccc(C)c1OCCNC(=O)C(=O)NCc1ccco1
6 | -14 | Nc1c(-c2ccccc2)c(CSc2nc3ccccc3[nH]2)nn1-c1ccc(C(=O)O)cc1
-3 | -10 | COC(=O)c1cn(C(=O)c2ccccc2Cl)c2ccccc12
2 | -16 | CC(=O)c1ccc(OCC(=O)NCc2ccc(F)cc2)cc1
-6 | -9 | Cn1cc(Br)c(-c2cccc(NC(=O)CCC(=O)O)c2)n1
-2 | -20 | CCC(=O)OCOc1ccc(/C=C2/CCC(CN(C)C)C2=O)cc1 (stereo not drawn)
1 | -22 | CC(=O)c1ccc(N2CCN(C(=O)/C=C/c3ccc4ccccc4n3)CC2)cc1
-2 | -9 | C/C(=N\N1C(=O)c2ccccc2NC1c1ccco1)c1ccccc1O (stereo not drawn)
8 | -4 | Cc1cc(Oc2ncccc2[N+](=O)[O-])c2cc(Cl)ccc2n1
0 | -1 | CC(=O)C1C(=O)c2c(cccc2[N+](=O)[O-])C1=Nc1ccc(S(N)(=O)=O)cc1 (stereo not drawn)
0 | -9 | Cc1ccccc1OCc1nnc(SCC(=O)Nc2c(C)n(C)n(-c3ccccc3)c2=O)n1-c1ccccc1
0 | -29 | CC1=CC(=C(C#N)C#N)C=C(C)N1CCN1CCN(C(=O)Nc2cccc(Cl)c2)CC1
-2 | -2 | Cc1noc2ncnc(Oc3ccc(Cl)cc3Cl)c12
6 | -16 | CC(=O)c1ccc(NC(=S)Nc2ccc(N3CCOCC3)cc2)cc1
2 | -10 | COc1ccc(/C(C)=N/Nc2ncc(Cl)cc2Cl)c(O)c1

# Carrying on:
ERAP1 HTS inh | RAD52 anneal inh | Structure
-2 | 6 | CCCCn1c(N)c(N(CC(C)C)C(=O)CSc2n[nH]c(-c3ccc(C)cc3)n2)c(=O)[nH]c1=O
1 | 2 | Cc1cccc(NC(=O)c2ccccc2OCC(=O)c2ccc(F)cc2)c1
3 | -1 | CCOc1ccc(N2C(=O)C3ON(c4ccccc4)C(c4cccs4)C3C2=O)cc1 (stereo not drawn)
3 | -159 | Cn1cccc1/C=C1\SC(=S)N(NC(=O)c2ccccc2)C1=O
1 | 13 | COc1ccc(CN(C)C(=O)CCl)cc1
1 | -13 | CC(C)COc1ccc(-c2cc(C(=O)NN)[nH]n2)cc1
-1 | -15 | Cc1cc(C)cc(N2CC(O)=C(c3nc4ccccc4c(=O)[nH]3)C2=N)c1
0 | -6 | O=C(CNC(=O)c1ccc(Cl)c([N+](=O)[O-])c1)OCN1C(=O)c2ccccc2C1=O
-1 | -4 | Cc1c(C(=O)NC(=S)Nc2ccc(N3CCOCC3)cc2)cccc1[N+](=O)[O-]
4 | -2 | CCN1C(=O)/C(=C\c2nc3ccccc3c(=O)n2CC)c2ccccc21
2 | i | O=C(COc1ccccc1)NN1C(=O)CSC1=S
9 | -14 | O=S(=O)(c1cc(Cl)sc1Cl)N1CCCC1
4 | 6 | COc1ccc(OCCN2C(=O)NC3(CCc4ccccc4C3)C2=O)cc1 (stereo not drawn)
-2 | -23 | COc1ccccc1S(=O)(=O)Cc1ccc(C(=O)NCc2ccccc2)o1
0 | 4 | CS(=O)(=O)N1CCC(C(=O)NCc2ccccc2)CC1
4 | 1 | CCC(C)[C@H](NC(=O)N1CCn2c1nc1ccccc12)C(=O)NCc1ccc(OC)cc1 (stereo partly drawn)
0 | -17 | CC(C)(C)C(=O)N1N=C(c2cccc(NS(C)(=O)=O)c2)CC1c1cccs1 (stereo not drawn)
-2 | -13 | C/C(CC1CC(COCC(C)C)OC1=O)=N\NC(N)=S (stereo not drawn)
3 | -11 | COc1ccc(-c2noc(C3CCCN(S(=O)(=O)c4cccc(Cl)c4)C3)n2)cc1OC (stereo not drawn)
-1 | -17 | Cc1cc(C)nc(NS(=O)(=O)c2ccc(NC(=O)CN3C(=O)C4CC=CCC4C3=O)cc2)n1 (stereo not drawn)

# Full records as entered above. Screens in order: ERAP1 HTS inh | RAD52 anneal inh
# Listed for Oc1ccc(Cl)cc1CNn1cnnc1 = 4 | -1
# Listed for O=S(=O)(c1cc(Cl)sc1Cl)N1CCCC1 = 9 | -14
# Listed for C=CCNC(=O)CC1C(=O)NCCN1Cc1c(F)cccc1Cl (stereo not drawn) = 5 | -18
# Listed for COC(=O)c1cn(C(=O)c2ccccc2Cl)c2ccccc12 = -3 | -10
# Listed for COc1ccc(S(=O)(=O)Nc2cc(C(=O)NCCCOC(C)C)ccc2N2CCOCC2)cc1 = 0 | 0

# Next part.
ERAP1 HTS inh | RAD52 anneal inh | Structure
3 | -3 | Cc1c(Cl)c(C(=O)N2CCCC2)nn1C
3 | -13 | CC(=O)c1ccc(OCCCC(=O)N(CCC2=CCCCC2)c2c(N)n(Cc3ccccc3)c(=O)[nH]c2=O)cc1
8 | -5 | CC1C=CCC2C(=O)N(c3ccc(OC(=O)c4cccs4)cc3)C(=O)C12 (stereo not drawn)
-3 | 0 | O=C1CCC(NC(=O)Cc2ccccc2)C(=O)N1 (stereo not drawn)
-3 | -5 | O=c1cc[nH]c2ccc(OC(F)(F)F)cc12
5 | -12 | CC(=O)Nc1ccc(S(=O)(=O)Nc2ccc(F)c([N+](=O)[O-])c2)cc1
-3 | -15 | O=C(COc1cccc2ccccc12)N/N=C/c1ccccc1OCc1ccc(C(=O)O)cc1
2 | -6 | COc1ccc2nc(COC(=O)c3cccs3)c(C(C)=O)[n+]([O-])c2c1
14 | 4 | O=C(c1ccccc1)N1CCN(Cc2cccc(Oc3ccccc3)c2)CC1
2 | -2 | Cc1onc(-c2ccccc2)c1C(=O)Nc1ccc(S(=O)(=O)N2CCCC2)cc1
1 | -33 | NC(=O)c1ccsc1NC(=O)c1ccc(N2CCCC2=O)cc1
0 | -5 | C/C(=C\c1ccc2c(c1)OCO2)C(=O)c1c(C)cc(C)[nH]c1=O
-2 | -25 | O=C(NNC(=O)c1ccccc1[N+](=O)[O-])c1ccccn1
0 | -15 | Cc1ccc2[nH]c3c(=S)nc[nH]c3c2c1
-2 | -14 | CCOC(=O)C(C)Sc1cnccn1 (stereo not drawn)
1 | -9 | COc1ccc(N2CCN(S(=O)(=O)c3c[nH]c(=O)[nH]c3=O)CC2)cc1
1 | 3 | Cc1nc(N2CCC(C)CC2)c2c(C)c(C(=O)Nc3ccccc3C(F)(F)F)sc2n1
7 | -21 | CC(C)[C@H](NS(=O)(=O)c1ccccc1)C(=O)OCC(=O)N1N=C(c2ccc(Cl)cc2)CC1c1ccco1 (stereo partly drawn)
-1 | -16 | Cn1ncc2c(Nc3ccccc3Cl)nc(Nc3ccccc3Cl)nc21
10 | -16 | COc1ccc(NC(=O)c2c(NC(=O)CCC(=O)O)sc(-c3ccccc3)c2C)cc1

# Other records:
ERAP1 HTS inh | RAD52 anneal inh | Structure
-1 | -11 | O=C(COC(=O)CNC(=O)c1ccccc1)Nc1ccc(Cl)cc1C(F)(F)F
2 | -11 | O=C(COC(=O)c1ccco1)NC(c1ccccc1)c1ccccc1
1 | -15 | CCOC(=O)c1c(NC(=O)CSc2nnc3ccccn23)sc2c1CCC2
-2 | -31 | COc1ccc(CC(=O)Nc2cccc(-c3cn4ccccc4n3)c2)cc1
-2 | -132 | CCN(CC)c1ccc(/C=N/NC(=O)c2cccc(S(=O)(=O)Nc3ccccc3OC)c2)cc1
1 | 9 | O=S(=O)(Nc1cccc(-n2cnnn2)c1)c1cccc(Cl)c1
4 | -9 | CCN(CC)S(=O)(=O)c1cc(NC(=O)CCCOc2ccc(C(C)=O)cc2)ccc1C
0 | -4 | Cc1nnc(-c2ccc(Cl)cc2)nc1NCCN(C)C
10 | -3 | O=C(COC(=O)c1ccccc1C(=O)c1ccc(Cl)cc1)NCC1CCCO1 (stereo not drawn)
0 | -4 | COc1ccc(Cl)cc1C(=O)NNC(=O)COC(=O)CC(NC(C)=O)c1ccccc1 (stereo not drawn)
8 | -9 | CCCCn1c(N)c(-c2nc3ccccc3o2)c2c([N+](=O)[O-])nn(CC)c(=O)c21
5 | -17 | Cc1sc2ncn(CC(=O)NCCCOC(C)C)c(=O)c2c1S(=O)(=O)N1CCN(c2ncccn2)CC1
0 | -9 | COCCN(C(=O)CSc1nnc(C)n1-c1ccc(C)cc1)c1c(N)n(Cc2ccccc2)c(=O)[nH]c1=O
1 | -4 | CCOC(=O)C1=NNC2(CC(=O)N(c3cccc(C)c3)C2=O)C1 (stereo not drawn)
2 | 3 | Cc1ccnc(SCCn2c(N3CC(C)OC(C)C3)nc3c2c(=O)n(C)c(=O)n3C)n1 (stereo not drawn)
-1 | -4 | CCOC(=O)c1cc(C#N)c(N2CCNCC2)nc1C(F)(F)F
2 | 0 | CCCC1c2ccsc2CCN1C(=S)NC (stereo not drawn)
4 | -2 | Cc1ccc(C(O)P(=O)(OCc2ccccc2)c2ccc(N(C)C)cc2)cc1 (stereo not drawn)
